bIAP activator – increases bovine intestinal alkaline phosphatase activity | purified bovine IAP, CDP-star luminescence, 30 min; hits give high values; fold of DMSO-control signal, blank-subtracted | activation factor at 20 µM | actives 0.17% (n = 200,000);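 active = activation factor of 2 or more at 20 µM, a signal rise over negative controls twice the positive control's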
TNAP inh noacc – inhibitors of human TNAP without phosphate acceptor | P05186 | purified TNAP, CDP-star luminescence, 30 min | inhibition, % at 20 µM | actives 0.26% (n = 200,000);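 active = tissue-nonspecific alkaline phosphatase inhibition above about 50% at 20 µM in the single-dose screen, limit read from the data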;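 note: 0% = DMSO negative control and 100% = EDTA positive control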
Target sequence (P05186 whole entry, looked up): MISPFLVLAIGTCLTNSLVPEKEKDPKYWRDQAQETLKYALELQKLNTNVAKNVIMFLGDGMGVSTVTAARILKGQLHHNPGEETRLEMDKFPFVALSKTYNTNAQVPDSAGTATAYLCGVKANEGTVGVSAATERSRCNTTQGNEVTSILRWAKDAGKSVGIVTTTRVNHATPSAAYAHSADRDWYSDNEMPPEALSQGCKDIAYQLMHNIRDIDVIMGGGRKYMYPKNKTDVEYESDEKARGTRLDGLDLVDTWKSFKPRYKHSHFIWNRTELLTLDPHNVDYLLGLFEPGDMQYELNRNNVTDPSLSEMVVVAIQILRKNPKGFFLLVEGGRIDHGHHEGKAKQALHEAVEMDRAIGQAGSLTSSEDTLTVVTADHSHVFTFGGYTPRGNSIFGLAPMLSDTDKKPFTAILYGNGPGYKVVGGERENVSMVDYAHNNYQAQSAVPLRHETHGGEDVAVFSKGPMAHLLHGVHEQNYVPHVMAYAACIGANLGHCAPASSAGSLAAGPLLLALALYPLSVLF
Efa HMGR inh – E. faecalis class II HMG-CoA reductase inhibition. purified E. faecalis HMGR, NADPH absorbance 340 nm kinetic. inhibition, % at 10 µM. actives 0.41% (n = 190,000);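 active = inhibition above a set limit, the median over all tested compounds plus 3 SD, cut at about 9.5% in these data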;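 note: enzyme runs in reverse so mevalonate oxidation gives rising NADPH absorbance; 0% = complete reaction with DMSO and 100% = background rate lacking mevalonate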
TNAP inh hiacc – TNAP (human) inhibition, high acceptor. inhibition, % at 20 µM. purified TNAP, CDP-star luminescence, 1 M DEA. P05186. actives 0.03% (n = 200,000);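 active = over 50% inhibition of tissue-nonspecific alkaline phosphatase at 20 µM in the single-dose screen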;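 note: plate controls were DMSO wells for no effect and EDTA-quenched wells as full inhibition for full effect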
TNAP act hiacc – TNAP (human) activation, high acceptor; purified TNAP, CDP-star luminescence, 1 M DEA, 30 min; hits give high values; 0 = EDTA background, 1 = DMSO-only activity; activation factor at 20 µM; 200,000 tested, under 10 active; AID 1136;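 active = activation factor at least 2 at 20 µM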
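system = human TNAP | amount = enzyme diluted 1/800 final | reagent = 100 µM CDP-star substrate | signal = luminescent substrate turnover signal | dosing = one dose, 20 µM | benchmarks = EDTA negative control, DMSO positive control | measure = activation factor | timing = 30 min reaction, room temperature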
bIAP inhibitor – blocks bovine intestinal alkaline phosphatase activity | purified bovine IAP, CDP-star luminescence, 30 min | inhibition, % at 20 µM | 190,000 tested, under 10 active;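 active = over 50% inhibition of intestinal alkaline phosphatase at 20 µM in the single-dose screen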
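System: Purified bovine intestinal alkaline phosphatase (IAP) enzyme | Input: IAP diluted 1/65,000,000 in the well | Also added: CDP-star chemiluminescent phosphatase substrate, 30 µM final | Dosing: 20 µM single dose | Times: Enzyme reaction for 30 min at room temperature | Detection: Luminescence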
PPARg SRC-2 ag – promotes SRC-2 coactivator recruitment by human PPARgamma | P37231 | PPARgamma LBD-SRC-2 recruitment, biochemical | activation, % at 8 µM | actives 0.34% (n = 200,000); in the data active = activation above about 22%;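 note: 0% = vehicle and 100% = reference agonist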
Target sequence (P37231 whole entry, looked up, the tested form may be a part): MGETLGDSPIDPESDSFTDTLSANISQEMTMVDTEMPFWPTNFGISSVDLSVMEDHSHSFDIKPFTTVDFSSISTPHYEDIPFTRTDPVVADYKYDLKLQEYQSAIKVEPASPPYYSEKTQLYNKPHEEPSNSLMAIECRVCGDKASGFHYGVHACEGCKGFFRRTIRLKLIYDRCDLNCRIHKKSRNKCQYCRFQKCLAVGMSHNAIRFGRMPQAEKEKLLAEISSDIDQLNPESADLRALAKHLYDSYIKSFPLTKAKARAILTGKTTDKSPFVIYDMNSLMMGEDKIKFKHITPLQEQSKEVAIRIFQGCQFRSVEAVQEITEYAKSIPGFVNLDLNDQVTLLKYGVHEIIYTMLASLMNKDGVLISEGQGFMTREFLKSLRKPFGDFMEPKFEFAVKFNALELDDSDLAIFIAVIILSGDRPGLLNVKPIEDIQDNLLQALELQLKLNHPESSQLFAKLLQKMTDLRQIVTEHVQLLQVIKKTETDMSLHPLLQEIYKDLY
SRC2 TRFRET art – flags TR-FRET format artefacts in PPARgamma SRC-2 recruitment agonist screen; TR-FRET ratio at 8 µM; TR-FRET artefact counter-screen; hits give high values; actives 0.4% (n = 200,000); in the data active = TR-FRET ratio above about 2000; note: inactives centre near 1500
PPARg SRC-1 ag – promotes SRC-1 coactivator recruitment by human PPARgamma. PPARgamma-SRC-1 coactivator recruitment biochemical assay. actives 0.41% (n = 200,000). AID 631. activation, % at 8 µM. P37231; in the data active = activation above about 19%;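 note: 0% = DMSO and 100% = reference agonist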
PPARg SRC3 recr – agonists of human PPARgamma SRC-3 coactivator recruitment; P37231; biochemical PPARgamma/SRC-3 coactivator recruitment assay; activation, % at 8 µM; actives 0.26% (n = 200,000); AID 731; in the data active = activation above about 23%;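 note: 0% = DMSO and 100% = reference agonist; some compounds past the cut are filed as inactive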
* marks the source's active call; other numbers are inactive results; . = no result given.

SMILES	bIAP activator	TNAP inh noacc	Efa HMGR inh	TNAP inh hiacc	TNAP act hiacc	bIAP inhibitor	PPARg SRC-2 ag	SRC2 TRFRET art	PPARg SRC-1 ag	PPARg SRC3 recr
CCCCn1c(CN2CCN(CCO)CC2)nc2ccccc21	1.2	-12	0	2	1	-20	0	1653	-1	3
Cc1nnc(SCC(=O)N2c3ccccc3C(C)(c3ccc(Cl)cc3)CC2(C)C)s1 (stereo not given)	1	-11	0	-5	1.1	-1	-4	1556	-2	-4
COc1cccc(-c2nc(CS(=O)(=O)CC(=O)NCCCOC(C)C)c(C)o2)c1	1.1	-5	-7	3	1	-9	-6	1508	8	-9
CCN(CC)CCOC(=O)CCc1cccc2ccccc12	0.9	-11	-2	-2	1	13	7	1433	1	9
COC(=O)CN(C(=O)CSc1nnc(-c2cccc(OC)c2)o1)c1ccc(OC)cc1	1	-10	4	-3	1	-5	1	1570	2	-3
O=C(NC1CCN(Cc2ccccc2)CC1)C1CCN(S(=O)(=O)c2cccc3cccnc23)CC1	1.1	-7	.	-3	1	-6	3	1675	4	-1
O=c1c2c(nc3nc(SCc4ccccc4)[nH]n13)CCC2	1	-11	-3	-5	1	-1	4	1554	7	-3
CC1CCN(CCC(=O)N/N=C/c2ccc([N+](=O)[O-])cc2)CC1	0.6	-2	-2	-2	1	37	-6	1627	6	-7
COC(=O)c1[nH]c2c(c1C)C(=O)CC(c1ccccc1)C2 (stereo not given)	0.9	-4	-1	-3	1	5	7	1597	6	5
c1coc(-c2nc3c4c5c(sc4ncn3n2)CCCC5)c1	0.9	-8	3	-3	1	11	0	1425	3	-7
CCOP(=O)(OCC)c1nc(-c2cccc([N+](=O)[O-])c2)oc1N1CCCCC1	1.1	-1	1	4	1	-10	7	1676	5	-1
CC(NC(=O)Cc1cccc(C(F)(F)F)c1)c1ccc(F)cc1 (stereo not given)	1.1	-12	-3	-4	1	-14	1	1328	-4	-4
CC(C)(C)c1ccc(C(=O)Nc2ccc(C=C(C#N)C#N)cc2)cc1	1	-4	-6	2	1	2	5	1642	8	-2
COc1cc2c(cc1NC(=O)c1ccncc1)oc1ccccc12	0.9	-17	-3	-7	1.1	5	2	1639	2	4
CN(C)c1ccc(/C=N/N2C(=S)SC(C)(C)C2N(O)C(=O)Nc2ccc([N+](=O)[O-])cc2)cc1 (stereo not given)	0.8	-4	0	-1	1	19	10	1616	6	10
Brc1[nH]nc2ccccc12	0.9	17	-3	-2	1	10	-4	1588	2	-9
CCn1ccc(C(=O)NC2=NCCS2)n1	1	-2	2	0	1	-5	1	1400	3	4
C=CCn1c(CNC(=O)c2cccs2)n[nH]c1=S	1.1	1	4	-9	1.1	-6	6	1592	-6	2
CCOC(=O)C1=NN(c2ccc([N+](=O)[O-])cc2)CC1C(=O)OC (stereo not given)	1	3	0	12	0.9	-3	5	1456	0	3
CC1(C)c2ccccc2N2CC(=O)N(CC(N)=O)C21C (stereo not given)	1	-16	-3	-6	1.1	3	-5	1431	-2	-2
CCOC(=O)Cn1c2ccc(C)cc2c2nc(C)sc21	1	-21	1	-4	1	0	2	1614	4	4
CN1CCN(c2ccc(-c3ccc4ccccc4n3)cc2)CC1	1.1	-13	-5	-8	1.1	-10	10	1593	5	5
COc1ccc(/C=N/NC2=NCCCCC2)c(OC)c1	1	-5	-6	-5	1	1	4	1620	11	5
O=C(O)/C=C/c1cn(Cc2ccccc2)nc1-c1cccs1	0.9	-5	-1	-1	1	8	4	1597	8	2
CC1=Nc2ccccc2N=C(NC(=O)c2ccccc2)C1c1ccccc1 (stereo not given)	0.9	7	2	-3	1	10	-1	1483	2	4
O=C(Nc1ccccc1C(=O)Nc1ccc2c(c1)OCO2)c1ccco1	0.9	-12	4	-3	1	12	4	1480	-2	5
CC(C)NC(=O)COC(=O)c1ccccc1C(=O)c1ccccc1	1.3	-8	4	-1	1	-33	4	1525	0	-2
COc1cc(CNc2ccc(O)cc2)cc(Br)c1OCc1ccccc1	0.9	-2	-2	-5	1	13	8	1640	7	2
Cc1cccc(S(=O)(=O)c2c(N)n(/N=C/c3cccnc3)c3nc4ccccc4nc23)c1	1	-7	1	-4	1	-4	-1	1563	-2	-10
COc1ccc(CNC(=O)C/C(C)=N/NC(=O)Cc2ccc(OC)c(OC)c2)cc1	0.9	-17	-4	-2	1	7	1	1673	3	-1
CC(=O)NC(Cc1cccc(F)c1)C(=O)NC1CCN(C(=O)c2ccc(C)cc2)CC1 (stereo not given)	1	-1	-1	3	1	-1	0	1661	3	1
O=C(CCNS(=O)(=O)c1ccccc1C(F)(F)F)NCc1ccc2c(c1)OCO2	0.8	-12	-2	-6	1.1	19	6	1609	-2	-4
COc1cc(/C=C/C(=O)O)cc(S(=O)(=O)Nc2ccccc2Cl)c1OC	0.9	-12	-5	-7	1.1	9	-9	1367	0	1
CCOC(=O)N1CCC(NC(=O)C(NS(=O)(=O)c2cccc3nsnc23)c2ccccc2)CC1 (stereo not given)	1	-8	-6	0	1	2	9	1580	8	3
O=C(c1cccc(S(=O)(=O)NCc2ccccc2)c1)N1CCCC1	1	-9	2	-1	1	1	1	1492	6	1
COc1ccc2oc(C(=O)OCC(=O)c3ccc4c(c3)OCCO4)c(C)c2c1	0.9	-3	.	-11	1.1	7	-2	1646	7	2
O=C(CCc1ccccc1)Nc1cc(Cl)ccc1O	0.9	-9	1	-3	1	14	10	1568	8	13
Cc1nn2c([nH]c(=O)c3ccccc32)c1C=O	0.9	-8	-7	-6	1.1	8	10	1526	5	10
O=C(NCCc1ccccn1)c1cc(-c2cccc3ccccc23)nc2ccccc12	0.9	-3	-8	0	1	11	6	1644	3	-2
CCOc1ccc(NC(=S)N2CCC(N(C)CCN3CCOCC3)CC2)cc1	1	-3	1	-2	1	0	-10	1721	-2	0

Ordered by heavy-atom count (ascending): part of the list above
SMILES	bIAP activator	TNAP inh noacc	Efa HMGR inh	TNAP inh hiacc	TNAP act hiacc	bIAP inhibitor	PPARg SRC-2 ag	SRC2 TRFRET art	PPARg SRC-1 ag	PPARg SRC3 recr
O=C(CCc1ccccc1)Nc1cc(Cl)ccc1O	0.9	-9	1	-3	1	14	10	1568	8	13
O=C(c1cccc(S(=O)(=O)NCc2ccccc2)c1)N1CCCC1	1	-9	2	-1	1	1	1	1492	6	1
COc1cc(/C=C/C(=O)O)cc(S(=O)(=O)Nc2ccccc2Cl)c1OC	0.9	-12	-5	-7	1.1	9	-9	1367	0	1
COc1ccc2oc(C(=O)OCC(=O)c3ccc4c(c3)OCCO4)c(C)c2c1	0.9	-3	.	-11	1.1	7	-2	1646	7	2
CC(=O)NC(Cc1cccc(F)c1)C(=O)NC1CCN(C(=O)c2ccc(C)cc2)CC1 (stereo not given)	1	-1	-1	3	1	-1	0	1661	3	1
CCOC(=O)N1CCC(NC(=O)C(NS(=O)(=O)c2cccc3nsnc23)c2ccccc2)CC1 (stereo not given)	1	-8	-6	0	1	2	9	1580	8	3

(more compounds)
SMILES	bIAP activator	TNAP inh noacc	Efa HMGR inh	TNAP inh hiacc	TNAP act hiacc	bIAP inhibitor	PPARg SRC-2 ag	SRC2 TRFRET art	PPARg SRC-1 ag	PPARg SRC3 recr
O=C(CSc1nnc(-c2ccc(OC(F)F)cc2)o1)NC(=O)NCc1ccco1	0.9	-10	-3	-4	1	11	-8	1574	6	-4
CCn1ccnc1CN(C)Cc1cn(-c2cccc(C)c2)nc1-c1cccc(F)c1	1	-5	3	0	1	-3	3	1635	-2	-3
COC(=O)c1sccc1NC(=O)/C=C\c1ccc(Cl)cc1Cl	0.8	-2	3	-4	1	20	-3	1472	7	-8
CN(C)C(CNC(=O)c1ccc(NC(=O)CC#N)cc1)c1ccccc1 (stereo not given)	1.1	-16	-2	-5	1	-8	13	1906	8	7
CCOc1ccccc1N1CCN(S(=O)(=O)c2cccc3nsnc23)CC1	0.9	-6	3	1	1	7	1	1564	6	13
Cc1ccc(Nc2nc(C3CC3)cs2)cc1	0.8	11	-11	1	1	15	-3	1622	4	7
CC(C)CCn1cnc2c(NCc3ccccc3)ncnc21	0.8	-15	1	-4	1	19	5	1556	0	5
COc1ccc(N/C(=C(/C(Cl)=C(Cl)Cl)[N+](=O)[O-])n2nnc3ccccc32)cc1	0.9	-10	-4	-6	1.1	8	7	1480	-2	0
CN(CCC#N)CC(=O)Nc1ccc(NC(=O)CN(C)CCC#N)cc1	1	-9	0	-4	1	3	2	1606	3	-6
COc1cc(NS(=O)(=O)c2ccc(NC(=O)COc3ccccc3Cl)cc2)nc(OC)n1	1.2	-17	-5	-4	1	-21	-4	1607	-1	-1
CN(CC(=O)Nn1cnnc1)S(=O)(=O)c1cc(Cl)ccc1Cl	1.1	-8	-9	0	1	-15	3	1558	6	3
Clc1ccc(-n2nnc(-c3cccnc3)n2)cc1Cl	0.9	-2	-10	-3	1	5	-8	1522	2	-3
O=c1c2c(ncn1CCO)nc1n2CCC1	1	-7	0	-1	1	1	5	1575	-5	14
COc1ccc(NC(=O)CSc2nnc(C(C)C)n2N)cc1	1	-1	-1	2	1	4	10	1573	4	-4
COc1ccc(CCn2c(=O)[nH]c3cc(C(=O)N4CCN(c5ccccc5)CC4)ccc3c2=O)cc1OC	1.1	-10	-3	-3	1	-8	-14	1425	1	-2
N=c1ccn(Cc2ccc(Cl)cc2Cl)cc1	0.6	4	-5	-9	1.1	39	17	1584	-2	7
Cc1ccc(/C=C(\C#N)C(=O)Nc2cccc3ncccc23)o1	1.3	8	6	5	0.9	-25	2	1604	-3	2
O=C(N/N=C/c1ccc2c(c1)OCO2)C(O)c1ccccc1 (stereo not given)	1.1	-2	-3	-1	1	-11	-5	1346	-7	-5
Cc1onc(C(=O)NCc2ccc(F)cc2)c1[N+](=O)[O-]	1	-2	-8	7	0.9	2	19	1694	8	6
COc1ccc(C2NC(=O)C(C#N)=C(S)N2c2ccccc2)cc1OC (stereo not given)	0.9	-5	-2	-1	1	7	4	1570	5	9
S=C(Nc1ccccc1Cl)N(Cc1ccccc1)Cc1cccnc1	0.9	-9	-7	-5	1	13	6	1620	3	4
O=C(COc1ccc(S(=O)(=O)N2CCCCC2)cc1)NC1CCCCC1	1	0	-2	-1	1	2	-6	1394	-10	-12
O=C(NC1CCS(=O)(=O)C1)/C(=C/c1ccco1)NC(=O)c1ccccc1 (stereo not given)	1	-6	-3	-1	1	3	4	1404	-7	-1
CCN(CCO)c1ncnc2c1sc1nc(C(C)C)c3c(c12)CC(C)(C)OC3	0.9	2	-6	-6	1.1	10	1	1508	10	11
Cc1ccccc1C(=O)N1CCN(c2ccc(NC(=O)c3ccccc3[N+](=O)[O-])cc2)CC1	1	-3	1	-3	1	3	7	1768	-1	0
Cc1ccnc(Sc2ccc([N+](=O)[O-])cc2[N+](=O)[O-])n1	0.9	-7	-1	-8	1.1	11	2	1459	-2	-3
O=c1nc2n(c3ccccc13)Cc1ccccc1-2	0.9	-11	.	-4	1	10	.	.	.	.
O=C1c2ccccc2C(=O)c2c1ncn2-c1ccccc1	1	-6	-3	3	1	-3	8	1557	4	1
Cc1cc(C)n(-c2nc(C(=O)O)cs2)n1	1	-7	-2	-5	1	4	8	1692	6	1
O=C(c1cccc(Cl)c1)N1CCN(C(=O)c2ccco2)CC1	1.1	-6	-5	0	1	-6	12	1384	12	1
CCCN1C2=C(C(=O)CCC2)C(c2ccc(F)cc2)C2=C1c1ccccc1C2=O (stereo not given)	.	.	.	.	.	.	2	1625	4	18
